Assay outcomes (PubChem)
SNCA viab count: counter-screen for SNCA expression inhibitors: cell viability; HEK-293-SNCA-luc viability, GF-AFC fluorescence, 24 h; 150,000 tested, 0.12% active; AID 1671193; Potency, µM (titrated, usually from 57.1 µM), without a hit: top-dose activity change, negative = cytotoxicity, usual class: cytotoxic;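 further: 0% = DMSO-treated cells and -100% = medium-only wells without cells; nearly all actives have a fitted effect of over 30% in size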
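Cytotoxicity counterscreen: after 24 h compound treatment of genome-edited SNCA-luciferase HEK-293 cells, live-cell protease substrate GF-AFC read by fluorescence after 30 min; activity scaled between DMSO (0%) and medium-only (-100%), curves Hill-fitted.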
SNCA expr inh: inhibitors of alpha-synuclein (SNCA) gene expression; HEK-293 SNCA-luciferase knock-in, luminescence, 24 h; Potency, µM (series often up to 57.2 µM), for inactives: top-dose activity change, negative = inhibition, most hits filed as inhibitors; 140,000 tested, 0.17% active;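 further: plate controls were DMSO cells for no effect and cell-free wells for full effect; nearly all actives have a fitted effect of over 45% in size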
The depositor's hits bear a star; [ ] = another dose, or the depositor's remark. The call rests on the fitted dose curve; in most records, active means well fitted curve in the direction sought with a large enough effect; inconclusive means small, poorly fitted or top-dose-only effect, or another doubt; inactive means no such curve, though single readings can be large; an effect the other way counts as inactive or inconclusive. Potency means the concentration at half of the fitted maximal effect.

SMILES	SNCA viab count	SNCA expr inh
CC(=O)NCCNc1ccnc(-c2ccccc2C(F)(F)F)n1	3.8%	-7.9%
O=C(Nc1ccccc1)N1CC2(CCN(C(=O)c3ccco3)CC2)C1	3.4%	-11.5%
COCCn1c(=O)c(-c2ccc(Cl)cc2)nc2cncnc21	13.6%	-9.8%
COc1cccc(Cn2c(=O)c(-c3cccc(C#N)c3)nc3cnc(Nc4ccccc4)nc32)c1	8.4%	-15.0%
CCNc1ncc2nc(C)c(=O)n(CCc3ccccc3)c2n1	-14.1%	62.1%[activator]
CC(C)CN1CC[C@@]2(CCCN(C(=O)c3cc(C(F)(F)F)cc(C(F)(F)F)c3)C2)C1	-13.5%	24.9%
COCCNc1ncncc1-c1c(C)noc1C	-2.4%	-12.1%
FC(F)(F)c1ccccc1-c1nc(N2CCOCC2)c2ccccc2n1	-12.4%	51.1%[activator]
N#CCCn1c(=O)cnc2cnc(Nc3ccccc3)nc21	-5.1%	-0.2%
COc1cccc(Cn2c(=O)c(CCc3ccccc3)nc3cnc(N4CCN(C)CC4)nc32)c1	-0.8%	-3.4%

Quoted at random: 2 compounds from above.
SMILES	SNCA viab count	SNCA expr inh
O=C(Nc1ccccc1)N1CC2(CCN(C(=O)c3ccco3)CC2)C1	3.4%	-11.5%
COCCNc1ncncc1-c1c(C)noc1C	-2.4%	-12.1%

Whole records as entered above. Order of screens: SNCA viab count	SNCA expr inh
Record of CC(C)CN1CC[C@@]2(CCCN(C(=O)c3cc(C(F)(F)F)cc(C(F)(F)F)c3)C2)C1 : -13.5%	24.9%
Record of COc1cccc(Cn2c(=O)c(-c3cccc(C#N)c3)nc3cnc(Nc4ccccc4)nc32)c1 : 8.4%	-15.0%
Record of CC(=O)NCCNc1ccnc(-c2ccccc2C(F)(F)F)n1 : 3.8%	-7.9%
Record of COCCn1c(=O)c(-c2ccc(Cl)cc2)nc2cncnc21 : 13.6%	-9.8%
Record of CCNc1ncc2nc(C)c(=O)n(CCc3ccccc3)c2n1 : -14.1%	62.1%[activator]

Not all compounds are listed, so the mix of outcomes need not match the whole.
